PV pol inh = poliovirus RNA polymerase inhibition | % elongation, % (compound at 16.7 µg/mL) | AID 588519 | poliovirus polymerase elongation, fluorescence polarization; stronger effect = lower value | hit rate 0.66% among 150,000; in the data active means % elongation below about 90%; further: some results filed as inactive read as strong as hits
Target sequence (P03300 1749-2209 limits assumed): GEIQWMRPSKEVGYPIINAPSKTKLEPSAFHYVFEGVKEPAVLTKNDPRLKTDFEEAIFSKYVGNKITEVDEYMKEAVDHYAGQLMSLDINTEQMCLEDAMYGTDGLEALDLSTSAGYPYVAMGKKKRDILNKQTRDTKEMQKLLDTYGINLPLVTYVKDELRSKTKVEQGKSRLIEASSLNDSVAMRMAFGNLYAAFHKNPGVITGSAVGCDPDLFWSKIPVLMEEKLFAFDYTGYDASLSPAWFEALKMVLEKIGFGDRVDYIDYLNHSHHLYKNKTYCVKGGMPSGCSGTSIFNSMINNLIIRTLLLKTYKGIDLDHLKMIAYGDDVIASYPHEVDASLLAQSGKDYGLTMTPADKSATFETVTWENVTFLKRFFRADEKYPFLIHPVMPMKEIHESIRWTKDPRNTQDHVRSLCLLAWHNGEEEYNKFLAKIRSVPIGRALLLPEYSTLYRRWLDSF
PV pol inh FP z-score = recorded beside PV pol inh, whose call it bears; z-score; measured here: FP z-score; hits read low
Numbers without * were called inactive. A portion of the library. The share of hits here may be higher or lower than overall.

SMILES	PV pol inh	PV pol inh FP z-score
CC(C)N(CC(N)=O)C(=O)Cc1ccc(Cl)cc1	100	-0.5
Cc1cccc(OCC(=O)OC2CCOC2=O)c1 (configuration not stated)	101	-0.2
CCN1CCN(C(=O)C2=COCCO2)CC1	100	-0.8
CCCC(=O)N1CCN(c2ccc(NC(=O)c3ccco3)cc2Cl)CC1	100	-0.3
CC1(C)CC(=O)C(C=NCCN2CCNC2=O)=C(O)C1	99	-0.6
Cc1cccc(N2C(=O)CSC23C(=O)N(CC(=O)Nc2cccc(Cl)c2)c2ccccc23)c1 (configuration not stated)	105	0.1
CCc1ccccc1NC(=O)Nc1nnc(N(CC)c2ccccc2)s1	106	-0.2
COc1ccc(OC(=O)c2ccc3snnc3c2)cc1	103	0.4
COc1ccc(C2=NN(CC(=O)NC3CCCCC3C)C(=O)CC2)cc1 (configuration not stated)	101	0.2
Cc1cc(C)n(CCc2nc3c4ccccc4nc(N4CCN(c5ccccc5)CC4)n3n2)n1	104	-0.1
COC(=O)c1noc(C)c1C(=O)/C=C/N(C)C	122	4.4
COc1ccc(Cl)cc1NS(=O)(=O)c1cc(-c2cc(C)no2)ccc1C	108	0.3
CCN1/C(=C2/SC(=S)N(CC(=O)O)C2=O)C=Cc2cc(OC)ccc21	99	0
O=C(CN1C(=O)C2CC=CCC2C1=O)Nc1ccc(-c2nnc3n2CCCCC3)cc1 (configuration not stated)	101	0
CN(C(=O)C1=CC(c2ccc3c(c2)OCO3)=NS(=O)(=O)N1C)c1ccccc1	114	0.4
CCOc1ccc(NC(=O)Cn2c(=O)n(-c3cccc(Cl)c3)c(=O)c3c2c2cc(C)ccc2n3C)cc1	109	1
COC(=O)c1ccc(/C=C2\SC(N)=NC2=O)cc1	105	0.1
CC(=O)Nc1ccccc1OCC(=O)c1cc(C)n(Cc2cccs2)c1C	103	0.1
C=CCC(C)(NCCc1ccccc1)c1ccco1 (configuration not stated)	104	0.6
Cc1ccc(-n2nnnc2SCC(=O)NN2C(=O)NC3(CCCCC3)C2=O)cc1	101	-0.2
Cc1nnc2ccc(-c3ccc(NS(=O)(=O)c4ccc5c(c4)OCCO5)cc3)nn12	99	-1.2
CN1C(=O)N(Cc2ncc(-c3ccccc3)o2)C(=O)C1(C)C	107	0.7
COc1ccc(NC(=O)c2cc3cc(OC)ccc3oc2=N)cc1	105	0.6
COc1ccc(S(=O)(=O)NCCc2csc3nc(-c4ccccc4)nn23)cc1OC	109	0.3
CCOc1ccc(NC(=O)Cc2coc3ccc(C)cc23)cc1	104	-0.5
Cc1oc2ccc(O)c(CN3CCCCC3)c2c1C(=O)Nc1cccc(C(F)(F)F)c1	107	0.1
O=C1CN(C(=O)COC(=O)Cn2cnc3ccccc3c2=O)c2ccccc2N1	108	0.7
O=C(CCn1ccc2cc(S(=O)(=O)N3CCCC3)ccc21)NCc1ccccc1Cl	104	-0.8
Cc1cccc(C(=O)OCC(=O)N2CC(C)CC(C)C2)c1C (configuration not stated)	101	-0.2
O=C1c2ccccc2CC1Sc1nnc(-c2ccccn2)c(-c2ccccn2)n1 (configuration not stated)	99	-0.9
Cc1cccc(-c2nc(CCNC(=O)COc3ccccc3)cs2)c1	104	-0.7
Cc1cccc(CSc2nc(=O)c3c(n2C)NC(=O)CC3c2cc(F)cc(F)c2)c1 (configuration not stated)	101	-1.3
CC(C)c1cc(C(C)C)c(S(=O)(=O)N2CCN(CCO)CC2)c(C(C)C)c1	100	-0.5
CC/C(=N\NS(C)(=O)=O)c1ccccc1	102	0.7
CC(C)N(Cc1ccccc1)C(=O)Cn1ncc2c([nH]c3ccccc32)c1=O	110	0.8
COCCn1c(SCC(=O)c2ccc(CNC(C)=O)cc2)nc2ccccc21	102	-0.2
CCN1CCCC1CNCc1ccccc1 (configuration not stated)	104	0.1
CCS(=O)(=O)N1CC(=O)N(c2ccc(C)c(C)c2)C(C)(C(=O)NC2CCCCC2)C1 (configuration not stated)	107	0.2
Cc1ccc(NC(=O)CN(C)Cn2nc(-c3ccco3)oc2=S)cc1	96	-1.2
N=c1oc2ccccc2cc1-c1nnc2n1CCCCC2	102	0.1
Cn1c(C(=O)N2CCC(C(=O)NCCc3ccccc3)CC2)cc2sccc21	107	0.2
CC(C)n1c(O)c(N=NC(=O)c2cccc(S(=O)(=O)N3CCCC3)c2)c2ccccc21	104	0
CN1CCN(c2ccc(NC(=O)COc3ccc(Br)cc3)cc2)CC1	103	0.8
COc1ccccc1C(OC(=O)c1cccs1)C(=O)NCc1ccco1 (configuration not stated)	100	-0.8
Cc1c(CC(=O)NCCc2ccc(Cl)cc2)c(=O)oc2c(C)c3occ(C(C)(C)C)c3cc12	114	1.4
Cc1ccc(NC(=O)NC(=O)c2c(-c3snnc3C)noc2C)cc1	103	0.4
CCOc1ccc(N2C(=O)CC3(CC(C(=O)OCc4ccccc4)=NN3)C2=O)cc1 (configuration not stated)	102	0.3
Cc1cccc(N2C(N)=C(C#N)C(c3cc(C)ccc3C)C3=C2CCCC3=O)c1 (configuration not stated)	99	-0.8
O=C(NCCc1ccccn1)C(F)(F)C1(F)OC(F)(F)C(F)(F)C1(F)F (configuration not stated)	103	0.6
Brc1ccc(OCCSc2nnc(NC3CC3)s2)cc1	97	-0.4
CC(=O)Nc1ccc(S(=O)(=O)NCC2CC3CCC2C3)cc1 (configuration not stated)	106	2.1
Cc1ccsc1CN(C(=O)COc1cccc(C)c1C)C1CCS(=O)(=O)C1 (configuration not stated)	114	-0.1
CCCCSC1=C(C#N)C(=O)NCS1	99	-0.3
CCN(CC)CCNC(=O)c1ccc2c(=O)n3nc(Nc4cccc(Cl)c4C)sc3nc2c1	102	-1.3
O=C(Cc1ccccc1)N1CCN(c2ccc(N3CCCCC3)nn2)CC1	102	-0.2
COc1ccc(N2C(=O)CCSC23C(=O)N(Cc2ccc(F)cc2)c2ccccc23)cc1 (configuration not stated)	105	-0.2
CCNC(=O)N1C2CCC(C2)C1C(=O)OCC (configuration not stated)	99	-0.5
C(=Nc1ccc2ccccc2c1)c1ccncc1	100	-0.3
O=c1[nH][nH]c2nnc(-c3ccccc3)c(-c3ccccc3)c12	100	-0.1
CC(=O)N1c2ccc(S(=O)(=O)Nc3ccc(C)c(Cl)c3)cc2CC1C (configuration not stated)	102	-0.7
Other results follow.
SMILES	PV pol inh	PV pol inh FP z-score
O=C(NCc1nc2ccccc2s1)c1cc(F)cc2c1OCOC2	106	0.6
CN1CCC(N(C)C(=O)c2ccc(S(=O)(=O)NCc3ccco3)cc2)CC1	106	0.3
CC1=CCC(C2OCC3CC=C(C)C2C3)CC1 (configuration not stated)	106	0.3
CCOc1ccc2c(c1)NC(c1ccc(C)o1)=NC(c1cccs1)=N2	100	-1.4
CCCC(=O)N1c2ccccc2C(Nc2ccccc2)CC1C (configuration not stated)	103	0.2
O=C(CSC1=NCCS1)NC12CC3CC(CC(C3)C1)C2	100	-0.9
Cc1ccccc1CC(=O)Nc1ccc(S(N)(=O)=O)cc1	102	-0.2
CSc1cccc(NC(=O)CCS(=O)(=O)c2cccc3nonc23)c1	99	-0.2
COc1ccc(NC(=O)CN(c2ccc(C)cc2)S(=O)(=O)c2cccc3nonc23)cc1OC	111	1.1
COc1ccc(C(=O)Nc2ccc(N3CCN(c4ccc(OC)cc4)CC3)c(C#N)c2)cc1	101	-0.3
CCOc1ccc(-n2ccnc2SCC(=O)Nc2ccc(OC)cc2OC)cc1	103	-0.9
Cc1ccc(S(=O)(=O)N(C(=O)Oc2ccccc2)c2ccc3oc(=O)sc3c2)c(C)c1	101	0.1
CSc1cccc(NC(=O)CCS(=O)(=O)c2ccc3c(c2)CCN3C(=O)C2CC2)c1	99	-1.3
CCc1cccc(C)c1-n1c(C)cc(/C=C2\C(=O)NC(=S)N(c3ccccc3F)C2=O)c1C	101	-0.2
COC(=O)CCn1nnc(-c2cccc(C)c2)n1	103	0.3
O=C(CCNc1nc(-c2ccccc2)nc2ccccc12)N1CCCC1	98	-0.5
O=C1OC(CC(=O)N2CCN(Cc3ccc4c(c3)OCO4)CC2)c2ccccc21 (configuration not stated)	102	0.1
CCC(C)NC(=O)c1ccc2ccccc2c1 (configuration not stated)	100	-0.2
CN(c1ccccc1)S(=O)(=O)c1ccc2c3c(cccc13)C(=O)N2	103	0.2
CC1CC(C)(C)OC(C2CC=CCC2)O1 (configuration not stated)	100	-0.1
Cc1oc2ccc(O)c(CN3CCCCCC3)c2c1C(=O)Nc1cccc(C(F)(F)F)c1	102	-1
COc1ccc(NC(=O)C(Cc2ccccc2)NS(=O)(=O)c2ccc3c(c2)CCC(=O)N3)c(OC)c1 (configuration not stated)	104	0
COCC(=O)Oc1c(Sc2ccc(C)cc2)c(C)nn1C(C)(C)C	106	0.3
CN(Cc1ccccc1)S(=O)(=O)c1ccc(NC(=O)c2ccco2)cc1	99	-0.6
Cc1ccc2c(CNCc3ccccc3)c(C(=O)O)[nH]c2c1	102	0
Clc1ccc(-c2nc(C=Nc3ccccc3)c3ccccn23)cc1	104	0.7
O=C(Nc1ccccc1)C1CCCCN1S(=O)(=O)c1ccccc1 (configuration not stated)	93	-0.6
COc1ccccc1NS(=O)(=O)c1ccc2oc(SCC(=O)N3CC(C)OC(C)C3)nc2c1 (configuration not stated)	99	-0.5
OCc1cn(CC(O)Cn2cnc3ccccc32)c2ccccc12 (configuration not stated)	102	-0.3
Cc1ccc(OCC(=O)OC2=C(C(=O)c3ccccc3)N(C)S(=O)(=O)c3ccccc32)cc1	111	1.5
CCN(CC)C(=S)SCc1nc(N)nc(Nc2ccccc2OC)n1	100	0.1
COc1ccc(Nc2nnc(SCC#N)s2)cc1	121	2
O=C(O)CSc1nnnn1C1CCCCC1	102	0.1
O=C1NC(=O)C(=CC2CC=CCC2)C(=O)N1 (configuration not stated)	97	-0.8
Cc1ccc(S(=O)(=O)C(CNS(=O)(=O)c2cc(F)ccc2F)c2cccs2)cc1 (configuration not stated)	106	0.1
CCOC(=O)c1cnc2c(ccc3ccccc32)c1Nc1ccccc1OCC	108	0.4
CCCNC(=O)c1ccc(-n2c(-c3ccccc3)cc3c2CCC(C)C3)cc1 (configuration not stated)	104	-0.6
CC1CCCCN1C(=O)c1cc2ccccc2cc1O (configuration not stated)	107	2.2
Nc1ccc2c(c1)C(=O)N(CC1CCCO1)C2=O (configuration not stated)	98	-0.5
Cc1nnc(-c2ccccn2)[nH]c1=O	104	0.9
CS(=O)(=O)NCCn1ccc2ccccc21	98	-1.4
CC(C(=O)NCc1ccc2c(c1)OCO2)N(c1ccccc1)S(C)(=O)=O (configuration not stated)	104	0.6
CCOc1ccc(C(=O)OCc2cc(=O)n3nc(C4CCCCC4)sc3n2)cc1	101	-1.1
CCOC(=O)c1c(C)[nH]c(C)c1S(=O)(=O)NCC(=O)N1CCN(c2cccc(C)c2)C(C)C1 (configuration not stated)	104	-0.2
CC1CCCC(NC(=O)CSc2ncccc2C(=O)O)C1C (configuration not stated)	105	0.3
CCOC(=O)CCCn1c(=O)c2cccn2c2ccccc21	106	1.6
O=C(CCC(=O)N1CCSc2ccccc21)Nc1ccc(Cl)cc1	108	0.3
Brc1ccc(-c2csc(=NC3CC3)n2N=C2CCCC2)s1	105	0.5
CCOC(=O)Cn1c2ccc(F)cc2c2nc3ccccc3nc21	103	0.3
COc1ccccc1N1CCN(S(=O)(=O)CCNC(=O)Cc2ccc(Cl)cc2)CC1	106	-0.2
CC1CCCC(C)N1CCNC(=O)Nc1ccc(Cl)cc1 (configuration not stated)	102	0.3
COc1cccc(N(Cc2nnc3n2CCCCC3)C(=O)Nc2ccccc2)c1	114	1.4
CC1=C(c2cccc(Cl)c2)S(=O)(=O)NC1=NCc1ccccc1C	104	-0.7
